Screening data: PubChem BioAssay, several laboratories
PMI inhibitors: inhibitors of human PMI, primary screen, biochemical, fluorescence intensity, coupled assay (AID 1209). purified PMI enzyme, coupled fluorescence intensity; higher % means a stronger effect. inhibition, % at 20 µM, or IC50 in µM where a hit was titrated. 190,000 tested, 0.42% active;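 also: plate controls were DMSO vehicle for no effect and wells lacking substrate for full effect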
WT yeast gro inh: growth inhibition of WT yeast, mitochondrial fusion screen | mitochondrial fusion phenotypic screen, WT strain | inhibition, % at 10 µM | 190,000 tested, 2.1% active | AID 1362; in the data active = inhibition above about 58%; tested in S. cerevisiae
RSV CPE inhibition: inhibition of RSV-induced cytopathic effect – HEp-2 cells, primary 10 µM value included (AID 2391). 310,000 tested, 0.13% active. CPE inhibition, % at 10 µM, or IC50 in µM where a hit was titrated. HEp-2 cells, RSV-induced CPE inhibition; higher % means a stronger effect; in the data active = a potency from the dose series; also: strong numbers were not always called active
Myeloid diff MLP: compounds promoting myeloid differentiation; calls only at 10 µM; ER-HoxA9 myeloid progenitors, lysozyme-GFP differentiation, flow cytometry; 360,000 tested, 1% active;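 active = normalized GFP-positive differentiation at or above the plate's own cutoff, the solvent-only control mean plus 3 SD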;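 also: cells exposed to compound for four days before flow analysis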
XIAP displacement: small molecules displacing peptide from XIAP – biochemical, IAP family, fluorescence polarization (AID 1018) | one-dose displacement, % at 20 µM; IC50 in µM for titrated hits | 200,000 tested, 0.007% active | XIAP BIR domain, fluorescence polarization peptide displacement; higher % means a stronger effect; in the data active = displacement above about 50%; also: a part of the inactive calls stands beside numbers as strong as those of hits
Siah-1 displacement: blockers of Siah-1 interaction with plectin peptide – biochemical, fluorescence polarization, rhodamine-plectin, uHTS, primary screen (AID 1817) | Siah-1 / rhodamine-plectin peptide fluorescence polarization; higher % means a stronger effect | displacement, % at 20 µM; hits with a dose series show IC50 in µM | 290,000 tested, 0.02% active;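 active = displacement of at least 50% at 20 µM, with a fluorescence ratio check between 0.3 and a set limit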;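 also: plate controls were Siah plus tracer with DMSO for no effect and tracer alone without Siah for full effect; strong numbers were not always called active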
TNAP activators: human TNAP enzyme activators, primary screen, biochemical, luminescent, no phosphate acceptor, uHTS (AID 1001); purified TNAP, luminescent activation assay, no phosphate acceptor; higher activation fold means a stronger effect; one-dose activation fold at 20 µM; EC50 in µM for titrated hits; 200,000 tested, 0.03% active; in the data active = activation fold from about 3, or a potency from the dose series; inactive = the rest, 99 in 100 with activation fold below about 1.6; also: many of its hits are not listed in these tables
human PMI inhibitors: MPI inhibition at elevated mannose 6-phosphate – biochemical, fluorescence intensity, high mannose 6-phosphate, primary screen (AID 1220); inhibition, % at 20 µM; hits with a dose series show IC50 in µM; 190,000 tested, 0.66% active; recombinant PMI enzyme, coupled fluorescence intensity; higher % means a stronger effect
PhoP inhibition: inhibitors of PhoP regulon expression, primary screen, Salmonella Typhimurium, GFP reporter (AID 1863); S. Typhimurium PhoP-regulated promoter GFP reporter, 4 h; higher % means a stronger effect; one-dose inhibition, % at 50 µM; IC50 in µM for titrated hits; 300,000 tested, 0.16% active;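 active = inhibition over 29.93%, a cutoff 3 SD above the screen mean, later confirmed by dose response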;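 also: 0% = low Mg2+ inducing control and 100% = high Mg2+ repressing control; strong numbers were not always called active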
WT yeast gro inh mutant strain: also measured in WT yeast gro inh; calls as there; inhibition, %; mitochondrial fusion phenotypic screen, mutant strain inhibition
Myeloid diff MLP GFP+ MAC1+ %: recorded beside Myeloid diff MLP, whose call it bears; GFP+ MAC1+ double positive, %; measured here: differentiation confirmed by MAC1 staining
Numbers without * were called inactive; i = inactive; nt = not tested or not shown. Rule as the data show it, unless noted: active = inhibition above about 50%; inactive = the rest.

Results follow in this order: PMI inhibitors | WT yeast gro inh | WT yeast gro inh mutant strain | RSV CPE inhibition | Myeloid diff MLP | Myeloid diff MLP GFP+ MAC1+ % | XIAP displacement | Siah-1 displacement | TNAP activators | human PMI inhibitors | PhoP inhibition
#1 COc1ccc(CCN(C)CCC(=O)Nc2ccc(C)cc2)cc1OC
  6% | 2 | -4 | 1.4% | i | 0.4 | -4.2% | -4% | 1 | -1% | 0%
#2 CCOc1ccc(C(CC(=O)O)NC(=O)C23CC4CC(CC(C4)C2)C3)cc1OC (stereo unspecified)
  -13% | -1 | 1 | -0.6% | i | 0.3 | -6.0% | 2% | 1.1 | -4% | -4%
#3 CC1CCCCC1NC(=O)c1ccc(S(=O)(=O)N2CCN(C)CC2)cc1 (stereo unspecified)
  nt | nt | nt | 0.0% | i | 0.3 | nt | 6% | nt | nt | -6%
#4 CS(=O)(=O)Nc1ccc(C(=O)Nc2ccccc2Sc2ccccc2)cc1
  30% | -12 | -16 | 5.3% | i | 2.0 | -11% | 1% | 1.2 | 16% | 1%
#5 Cc1cnc(C)c(N2CCN(Cc3nc(-c4ccccc4)no3)CC2)n1
  9% | -19 | -20 | 3.3% | i | 0.4 | -5.2% | 3% | 1.1 | 8% | nt
#6 CC1CCN(CCCCOc2ccc(C(=O)c3ccccc3)cc2)CC1
  -1% | 2 | 34 | -0.3% | i | 0.5 | 0.3% | 0% | 1.1 | -7% | 7%
#7 COc1ccc(NC(=O)OC(CN2CCCCC2)C(F)(F)F)cc1 (stereo unspecified)
  -1% | -1 | -7 | 1.0% | i | 1.1 | -5.1% | -5% | 1.1 | 6% | 21%
#8 CN1CCC(OC(=O)c2ccco2)CC1
  -1% | 14 | 10 | -0.3% | i | 0.3 | -4.2% | -2% | 1 | -5% | 3%
#9 COc1cc(C)nc(NC(=O)COc2ccc(Cl)cc2C)n1
  9% | -8 | 0 | 0.5% | i | 1.1 | -12% | -1% | 1.1 | 0% | -7%
#10 CCCCCC(=O)Oc1cccc(N2C(=O)C3CCCCC3C2=O)c1 (stereo unspecified)
  -11% | 10 | 8 | -0.1% | i | 0.4 | -0.4% | 0% | 1 | 0% | 1%
#11 CCNC(=O)Nc1cc(OC)c(OC)cc1C(=O)O
  nt | nt | nt | 0.0% | i | 0.1 | nt | -4% | nt | nt | -7%
#12 CC1CN(Cc2nc3c(c(=O)n(C)c(=O)n3C)n2Cc2cccc(Cl)c2)CC(C)O1 (stereo unspecified)
  14% | 14 | 1 | 2.4% | i | 3.8 | -0.8% | 0% | 1.1 | 9% | 8%
#13 CCC(=O)Nc1ccc(NC(=O)c2ccc3ccccc3c2)cc1
  nt | nt | nt | 0.1% | i | 0.2 | nt | -8% | nt | nt | 3%
#14 COc1ccc(Cn2cc([N+](=O)[O-])nc2C)cc1[N+](=O)[O-]
  nt | nt | nt | -2.6% | i | 0.9 | nt | 11% | nt | nt | 4%
#15 COc1ccc(CCNC(=O)c2ccc3nc4cc(Cl)ccc4c(=O)n3c2)cc1OC
  nt | nt | nt | 0.7% | i | 0.5 | nt | -8% | nt | nt | -95%
#16 CCS(=O)(=O)C1=NN2C(=N)/C(=C\c3ccc(OC(=O)c4ccco4)c(OC)c3)C(=O)N=C2S1
  nt | nt | nt | 1.3% | i | 1.9 | nt | -2% | nt | nt | -14%
#17 N#C/C(=C\c1ccc(OCCN2CCOCC2)cc1)C(=O)Nc1ccc(S(N)(=O)=O)cc1
  nt | nt | nt | 0.2% | i | 0.9 | nt | 7% | nt | nt | -7%
#18 CCn1nc(CC(=O)O)c2ccccc2c1=O
  3% | 7 | 2 | 0.6% | i | 0.4 | -1.7% | 9% | 1.1 | 3% | 14%
#19 Cc1cc(NS(=O)(=O)c2ccc(Nc3nc(-c4sc(N)nc4C)cs3)cc2)no1
  18% | 4 | -8 | -3.3% | i | 1.6 | -4.0% | -1% | 1.9 | 5% | 4%
#20 Cc1cc2cc(CNC(=S)Nc3ccc(OC(F)(F)F)cc3)ccc2n1C
  -8% | 17 | -6 | 0.3% | i | 2.5 | -7.7% | 14% | 1.1 | -8% | 8%
#21 O=C(NCCS(=O)c1ccc(Cl)cc1)c1cccc(Cl)c1 (stereo unspecified)
  -4% | -4 | -18 | 0.2% | i | 0.4 | -4.2% | 9% | 1.1 | -11% | 0%
#22 COc1ccc(/C=C2/N=C(SC)NC2=O)cc1OC
  nt | nt | nt | 0.7% | i | 0.1 | nt | 7% | nt | nt | 2%
#23 CC1(OC(=O)C2CCCC2)C(=O)C=C2C=C(c3ccsc3)N(CC3CC3)C=C2C1=O (stereo unspecified)
  nt | nt | nt | -2.4% | i | 0.5 | nt | 1% | nt | nt | -2%
#24 C=CCNC(=O)CN1CCC(n2nnc3cc(C(F)(F)F)ccc32)CC1
  2% | -24 | -16 | -0.7% | i | 0.1 | -0.9% | 2% | 1 | -4% | -4%
#25 CCC(=O)Nc1nnc(-c2ccncc2)s1
  1% | -8 | 13 | -0.2% | i | 7.2 | 1.0% | -1% | 1.2 | 0% | 12%
#26 NC(=O)c1nc(-c2cccs2)nc2c1[nH]c(=O)n2-c1ccc(F)cc1
  -2% | -6 | -2 | 2.0% | i | 2.2 | -6.1% | 6% | 1.6 | -4% | -7%
#27 Cn1nnnc1SCC(=O)NCc1ccco1
  6% | -21 | -28 | 0.1% | i | 0.8 | -0.6% | 4% | 1.1 | 7% | -6%
#28 Cc1cc(Cl)ccc1OCC(=O)Nc1ccccc1C(=O)N1CCOCC1
  nt | nt | nt | 1.3% | i | 0.9 | nt | -1% | nt | nt | -4%
#29 CCn1c(COc2ccccc2C)nnc1SCC(=O)O
  -1% | -7 | -28 | 0.2% | i | 0.7 | -9.3% | 6% | 1.2 | 2% | 1%
#30 N#CC1=C(N)Oc2n[nH]c(-c3cccnc3)c2C1c1ccc([N+](=O)[O-])o1 (stereo unspecified)
  -5% | 2 | 0 | 0.1% | i | 0.4 | -5.2% | 2% | 1 | 2% | -2%

Screen by screen, from the results shown.
PhoP inhibition for entries 2–8, in order: -4%, -6%, 1%, nt, 7%, 21%, 3%
RSV CPE inhibition for entries 2–8, in order: -0.6%, 0.0%, 5.3%, 3.3%, -0.3%, 1.0%, -0.3%

Full records, quoted from the list.
Listed for O=C(NCCS(=O)c1ccc(Cl)cc1)c1cccc(Cl)c1 (stereo unspecified) : PMI inhibitors = -4%; WT yeast gro inh = -4; WT yeast gro inh mutant strain = -18; RSV CPE inhibition = 0.2%; Myeloid diff MLP = i; Myeloid diff MLP GFP+ MAC1+ % = 0.4; XIAP displacement = -4.2%; Siah-1 displacement = 9%; TNAP activators = 1.1; human PMI inhibitors = -11%; PhoP inhibition = 0%
Listed for CC1CCCCC1NC(=O)c1ccc(S(=O)(=O)N2CCN(C)CC2)cc1 (stereo unspecified) : PMI inhibitors = nt; WT yeast gro inh = nt; WT yeast gro inh mutant strain = nt; RSV CPE inhibition = 0.0%; Myeloid diff MLP = i; Myeloid diff MLP GFP+ MAC1+ % = 0.3; XIAP displacement = nt; Siah-1 displacement = 6%; TNAP activators = nt; human PMI inhibitors = nt; PhoP inhibition = -6%

(cont.)
Results follow in this order: PMI inhibitors | WT yeast gro inh | WT yeast gro inh mutant strain | RSV CPE inhibition | Myeloid diff MLP | Myeloid diff MLP GFP+ MAC1+ % | XIAP displacement | Siah-1 displacement | TNAP activators | human PMI inhibitors | PhoP inhibition
#31 Cc1cccc(CN2CCN(Cc3cccc(-n4cccn4)c3)CC2CCO)n1 (stereo unspecified)
  4% | -1 | 1 | 0.4% | i | 0.2 | -5.9% | -2% | 1 | 9% | -2%
#32 O=C(O)c1ccc(CSc2nc3ccccc3o2)cc1
  2% | 6 | -5 | -0.1% | i | 1.0 | -0.1% | 3% | 1 | 0% | -7%
#33 CC(C)C(NS(=O)(=O)c1ccccc1)C(=O)OCc1cc([N+](=O)[O-])cc2c1OCOC2 (stereo unspecified)
  8% | 18 | 2 | 0.5% | i | 0.8 | -10% | 0% | 0.9 | 1% | 28%
#34 COc1cc(/C=N/Nc2ccc(F)cc2F)cc(OC)c1O
  -39% | 51 | 39 | 5.1% | i | 1.0 | -1.4% | -5% | 0.9 | -9% | 2%
#35 CSc1ccccc1COC(=O)Nc1ccccc1C
  7% | -9 | -8 | 3.4% | i | 0.0 | -1.0% | 4% | 1.1 | 14% | 2%
#36 Cc1cc(C(F)(F)F)nn1-c1nc(-c2ccco2)cc(C(F)(F)F)n1
  12% | 2 | -6 | -1.1% | i | 8.5 | -2.9% | 0% | 1.1 | 10% | 5%
#37 O=c1c2c(-c3cccs3)csc2ncn1-n1cccc1
  10% | 22 | -51 | 0.2% | i | 4.8 | -5.9% | 4% | 1.1 | -1% | -1%
#38 COc1cccc(-c2ccc(NC(=O)C3CCCN(CCCn4cccn4)C3)cc2)c1 (stereo unspecified)
  nt | nt | nt | 0.2% | i | 0.5 | nt | 4% | nt | nt | -8%
#39 CC(C)(C)c1nc(NC(=O)Nc2ccccc2)sc1Br
  1% | 59* | 29* | 19% | i | 0.2 | -6.6% | 0% | 1.1 | 8% | -12%
#40 O=c1[nH]c2c(c(=O)n1Cc1ccccc1)CCC2
  2% | 0 | -15 | 3.3% | i | 0.6 | -1.4% | 2% | 1.1 | -1% | 3%
#41 CC(C)OCCCNC1=C(Cl)C(=O)c2ccccc2C1=O
  nt | nt | nt | 2.5% | i | 0.5 | nt | 3% | nt | nt | -1%
#42 Cc1nn(-c2ccccc2)c(Cl)c1C(=O)NCCCCNC(=O)c1c(C)nn(-c2ccccc2)c1Cl
  6% | -4 | -39 | 6.2% | nt | nt | -7.0% | 0% | 1.1 | 3% | 2%
#43 CCn1c(=O)n(CC)c2cc(S(=O)(=O)N3CCCCC3)c(C)cc21
  3% | -2 | -2 | -2.3% | i | 4.6 | -9.5% | 1% | 1 | 3% | -11%
#44 O=C(COC(=O)C1CCCCC1)NCCc1ccccc1
  -4% | 1 | -5 | nt | i | 0.8 | -3.8% | -6% | 1.2 | -10% | -9%
#45 CCOC(=O)C1CCCN(C2CC(=O)N(c3cccc(C(F)(F)F)c3)C2=O)C1 (stereo unspecified)
  -3% | 1 | 0 | 0.9% | i | 2.2 | -5.3% | 5% | 1 | -1% | -9%
#46 Cc1onc(-c2ccccc2Cl)c1C(=O)Nc1ccc(Cl)cn1
  nt | nt | nt | 1.5% | i | 0.7 | nt | -3% | nt | nt | -2%
#47 Cc1ccc(CNC(=O)CSc2c3c(nc4cc(Cl)ccc24)CCCC3)o1
  8% | -8 | 2 | 14% | i | 1.0 | -4.7% | -3% | 1 | -16% | -3%
#48 Cc1ccc(S(=O)(=O)Nc2nc3ccccc3nc2NCc2ccco2)cc1C
  -16% | 17 | 3 | 1.0% | i | 0.7 | -1.4% | 0% | 1.1 | -47% | -17%
#49 Cc1ccc(S(=O)(=O)/C(C#N)=C/c2c(N3CCC(C(N)=O)CC3)nc3ccccn3c2=O)cc1
  15% | -15 | 16 | 2.2% | i | 1.2 | -13% | 1% | 1 | 11% | -5%
